Source: PubChem BioAssay
cardiac RTF act = cardiac RTF calcium sensitization | P19429+P45379 | IANBD-labeled TnC RTF fluorescence at EC20 calcium; 0% EC20 calcium, 100% full calcium | activation, % at 7.2 µM | hit rate 0.24% among 340,000 | AID 493008;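 active means activation above the mean over all tested compounds plus 3 SD, cut at about 30% in these data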;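 further: rise in fluorescence read as greater calcium sensitivity of cardiac thin filaments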
Cardiac RTF inh = cardiac RTF calcium desensitization | P19429+P45379 | IANBD-labeled cardiac RTF, Ca2+ fluorescence | inhibition, % at 7.15 µM | hit rate 0.12% among 340,000 | AID 493244;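 active means inhibition above the mean inhibition of all tested compounds plus 3 SD, cut at about 17% in these data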;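 further: assay run at fixed EC70 calcium of 1.6 mM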
CAL PDZ FP = CAL PDZ (human) peptide binding inhibition | inhibition, % at 24.9 µM | Q9HD26 | AID 602252 | purified CAL PDZ, TMR-peptide fluorescence polarization, 1 h | hit rate 0.92% among 300,000;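 active means mean inhibition of at least 30% with at least half of replicates also reaching 30%; inconclusive means no clear call, values can overlap the other calls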;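 further: 0% = DMSO neutral control and 100% = excess unlabeled competitor peptide PRC23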
HTR5A inv ctr = inverse agonist of human HTR5A in OPRM1-OPRD1 counter-screen; P47898; HTR5A cell line, luminescence, inverse agonism; AID 504634; hit rate 0.083% among 340,000; inhibition, % at 9.3 µM; in the data active means inhibition mostly above about 23%, no sharp cut-off; inactive means mostly below about 18%;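 further: 0% = cells with DMSO and 100% = no-cell wells with DMSO; some compounds called inactive have numbers as strong as hits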
OPRM1-OPRD1 inv = inverse agonists of human mu-delta opioid receptor heterodimerization. AID 504357. P35372+P41143. hit rate 0.21% among 340,000. inhibition, % at 9.3 µM. cell-based MOR-DOR heterodimer luminescence, inverse agonism; in the data active means inhibition above about 22%, passing the limit was not always enough;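 further: 0% = cells with DMSO and 100% = wells without cells with DMSO; values of inactives mirror those of a sister screen read the other way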
Target sequence (P35372 whole entry, looked up): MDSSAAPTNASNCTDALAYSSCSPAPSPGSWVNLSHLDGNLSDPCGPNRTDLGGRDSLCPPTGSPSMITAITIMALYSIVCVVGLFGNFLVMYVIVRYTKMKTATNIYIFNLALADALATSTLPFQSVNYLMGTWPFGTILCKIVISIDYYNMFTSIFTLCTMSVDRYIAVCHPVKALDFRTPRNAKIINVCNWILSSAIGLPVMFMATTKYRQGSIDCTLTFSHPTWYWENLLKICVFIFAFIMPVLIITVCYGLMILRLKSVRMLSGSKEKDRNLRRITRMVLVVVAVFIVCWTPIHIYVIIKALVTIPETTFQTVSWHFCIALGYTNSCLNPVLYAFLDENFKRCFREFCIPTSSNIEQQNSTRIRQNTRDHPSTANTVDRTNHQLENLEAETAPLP
Target sequence (P41143 whole entry, looked up): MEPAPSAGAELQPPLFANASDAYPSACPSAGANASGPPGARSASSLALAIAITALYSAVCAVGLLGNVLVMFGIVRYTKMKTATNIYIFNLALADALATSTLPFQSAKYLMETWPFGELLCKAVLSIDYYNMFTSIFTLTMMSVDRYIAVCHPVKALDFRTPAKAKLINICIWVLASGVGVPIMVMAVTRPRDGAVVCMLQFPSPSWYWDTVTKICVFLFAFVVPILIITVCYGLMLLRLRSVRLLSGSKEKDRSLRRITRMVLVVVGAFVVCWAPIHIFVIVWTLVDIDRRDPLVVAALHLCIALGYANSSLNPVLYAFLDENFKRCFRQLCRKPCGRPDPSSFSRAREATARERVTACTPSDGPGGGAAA
LANA DNA inh = KSHV C-LANA DNA binding inhibition. MBP-C-LANA/FAM-LBS DNA binding, fluorescence polarization. inhibition, % at 9 µM. hit rate 0.078% among 340,000;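 active means highest replicate inhibition at or above 60% at 9 µM, even if other replicates fall short; inactive means all replicates below 60% inhibition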;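 further: 0% = neutral control wells and 100% = 4 µM acridine orange control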
HTR5A ag = counter-screen for OPRM1-OPRD1 agonists: human HTR5A agonism | P47898 | HTR5A agonist assay, luminescence, cell-based | activation, % at 9.3 µM | hit rate 0.61% among 340,000; in the data active means activation mostly above about 9.5%, no sharp cut-off; inactive means mostly below about 7.6%;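 further: 0% = cells with vehicle only and 100% = reference agonist; strong numbers were not always called active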
V-ATPase pH = yeast V-ATPase proton transport regulation by pHLuorin; S. cerevisiae, pHLuorin cytosolic pH fluorescence; response, % at 10 µM; hit rate 0.37% among 350,000; AID 504577; in the data active means response mostly above about 7.3%, no sharp cut-off; inactive means mostly below about 5.4%; further: actives read high; inactives centre near 0; some compounds called inactive have numbers as strong as hits; reference of the scale not given here
Keap1 Nrf2 FP = inhibitors of human Keap1-Nrf2 protein-protein interaction; inhibition, % at 9.4 µM; hit rate 0.15% among 340,000; Keap1 Kelch-Nrf2 peptide fluorescence polarization, 1536-well; in the data active means inhibition above about 12%; inconclusive means no clear call, values can overlap the other calls; inactive means below about 7.3%;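 further: human Keap1 Kelch domain with fluorescein labeled Nrf2 9mer peptide probe; 0% = neutral control wells and 100% = peptide positive control; higher means more block of Keap1 binding to Nrf2 peptide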
OPRM1-OPRD1 ag = agonists of human mu-delta opioid receptor heterodimerization. P35372+P41143. cells, OPRM1-OPRD1 heterodimerization, luminescence. activation, % at 9.3 µM. hit rate 0.3% among 340,000. AID 504326; in the data active means activation above about 18%;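 further: 0% = vehicle-treated cells and 100% = reference agonist; values of inactives mirror those of a sister screen read the other way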
Numbers without * were called inactive; ? = inconclusive; · = no result given.

item	structure	cardiac RTF act	Cardiac RTF inh	CAL PDZ FP	HTR5A inv ctr	OPRM1-OPRD1 inv
1	O=C(COc1ccc(S(=O)(=O)NC2CCCCC2)cc1)NC1CCCCC1	-5	4	-4	-12	-11
2	Cc1csc(=O)n1CC(=O)OCC(=O)c1ccc(Br)cc1	-5	-13	-4	1	21
3	O=C(CN1C(=O)/C(=C\c2ccco2)SC1=S)Nc1ccc(O)cc1C(=O)O	-9	18*	-4	3	-1
4	Cc1ccc(C2=NN(C(=O)c3cccs3)C(c3ccccc3O)C2)cc1 (configuration not stated)	-2	-7	-3	-21	-23
5	NC(=O)C1CCN(C(=O)c2cc(-c3ccccc3Cl)nc3ccccc23)CC1	-9	2	-6	1	18
6	CCOC(=O)c1sc(NC(=O)c2ccc3ncsc3c2)nc1C	1	-7	·	-1	-40
7	CCC(C)N1CCN(S(=O)(=O)c2ccc3ccccc3c2)CC1 (configuration not stated)	2	3	-4	-2	5
8	Cc1c(C(=O)NCc2cccnc2)sc2nc(-c3ccccc3)cn12	4	-3	·	-3	14
9	O=C(CSc1ncccn1)NC(=O)NCc1ccco1	0	1	·	-27	17
10	COCCCNC(=O)C1CCC(CNS(=O)(=O)c2ccc3c(c2)CC(C)N3C(=O)C2CC2)CC1 (configuration not stated)	5	0	-8	9	12

item	LANA DNA inh	HTR5A ag	V-ATPase pH	Keap1 Nrf2 FP	OPRM1-OPRD1 ag
1	-2.0	2	-6	-1	2.4
2	-0.2	0	0	-4	-4.0
3	64*	-1	-1	-5	0.2
4	-0.6	-1	-3	-1	4.5
5	-1.4	0	-2	-2	-3.6
6	2.1	0	2	-3	6.7
7	-0.1	1	-1	-1	-1.1
8	-0.2	1	0	-4	-2.4
9	-2.2	5	2	0	-3.2
10	0.1	0	2	-4	-2.3

Additional structures follow:
item	structure	cardiac RTF act	Cardiac RTF inh	CAL PDZ FP	HTR5A inv ctr	OPRM1-OPRD1 inv
11	COC(=O)c1cc(NC(=O)CN(c2ccc(OC)cc2)S(=O)(=O)c2ccc(F)cc2)ccc1Cl	1	-14	-5	-1	-9
12	Cc1nc(-c2ccc(Cl)cc2)sc1C1(C)CC(c2ccc(Cl)cc2)=NO1 (configuration not stated)	4	10	-2	-20	5
13	COc1cc(NC(=O)COC(=O)/C=C/c2c(C)nn(-c3ccc(F)cc3)c2Cl)cc(OC)c1	7	-1	1	25	-3
14	CC1=C(C(=O)N(C)C)C(c2cccs2)NC(=O)N1 (configuration not stated)	8	-14	-6	-3	-16
15	Cc1onc(-c2c(Cl)cccc2Cl)c1C(=O)ONC(=O)c1cc(C(F)(F)F)cc(C(F)(F)F)c1	-3	3	4	-2	14
16	COc1ccc(NC(=O)Cc2nnc(SCC(=O)c3ccccc3)n2C)cc1	-2	-4	1	0	6
17	O=C1NC(=O)C2(CCCC2)N1	4	7	-3	3	10
18	FC(F)(F)C(Oc1nc(Nc2ccc(Cl)cc2)nc(N2CCOCC2)n1)C(F)(F)F	-21	-25	4	12	-53
19	Cc1ccc2nc(C3CCCN3Cc3nc(CCC(C)C)no3)[nH]c2c1 (configuration not stated)	3	10	-2	-5	6
20	Cc1ccc(CSC2=Nc3ccccc3C3=NC(=O)CN23)cc1	2	-13	·	-16	12

item	LANA DNA inh	HTR5A ag	V-ATPase pH	Keap1 Nrf2 FP	OPRM1-OPRD1 ag
11	-0.8	0	1	-3	1.7
12	-1.6	-2	1	-6	-1.0
13	-1.2	-3	-1	1	0.6
14	1.2	1	2	?	2.8
15	-1.0	1	0	2	-2.9
16	-1.4	-2	0	-2	-1.0
17	-0.4	-1	-1	0	-2.1
18	-0.1	2	-2	-3	9.3
19	0.5	2	-3	-3	-1.2
20	-0.7	-3	0	-5	-2.3

(list continues)
item	structure	cardiac RTF act	Cardiac RTF inh	CAL PDZ FP	HTR5A inv ctr	OPRM1-OPRD1 inv
21	Cc1nn(CC(=O)O)c2ccccc12	-8	-6	-1	22	12
22	CCN(CC)CCN(C)Cc1nc(C(c2ccccc2)c2ccccc2)no1	-4	-6	-1	10	13
23	COc1cc(/C=C(/C(=O)c2cccs2)c2nc3ccccc3[nH]2)ccc1O	-2	-5	-4	26	12
24	Cc1cc(=O)n2c(n1)SCOC2	6	-7	·	-15	15
25	COc1cc(O)c(C(CC(=O)N2CCN(c3ccccc3)CC2)c2ccc3c(c2)OCO3)c(OC)c1 (configuration not stated)	5	-1	-4	-24	-6
26	CN(O)C(=O)Nc1ccc([N+](=O)[O-])cc1	-1	-2	·	-25	-7
27	COc1cccc(NC(=O)C/C(C)=N/NC(=O)C2CCCCC2)c1	-5	-2	-3	-16	8
28	CCCCc1cc(=O)oc2cc(OCC(=O)N(CC)CC)c(Cl)cc12	0	-5	-2	-18	-8
29	O=C(CSc1ccc(Cl)cc1)N/N=C/c1ccc([N+](=O)[O-])o1	1	-4	-2	0	-20
30	Cc1cc(C)c(OCC(=O)OC(C)C(=O)NCc2ccccc2)c(C)c1 (configuration not stated)	1	-13	0	2	13

item	LANA DNA inh	HTR5A ag	V-ATPase pH	Keap1 Nrf2 FP	OPRM1-OPRD1 ag
21	-1.5	0	3	-1	-2.2
22	0.4	-3	3	2	-2.8
23	-0.3	-7	6	-7	-2.3
24	0.3	1	-3	9	-2.9
25	1.4	8	-2	-8	1.1
26	2.7	0	-2	4	1.3
27	-0.2	6	6	2	-1.3
28	-3.9	7	-3	4	1.4
29	0.6	0	2	-2	4.5
30	·	-1	1	·	-2.6

Further entries:
item	structure	cardiac RTF act	Cardiac RTF inh	CAL PDZ FP	HTR5A inv ctr	OPRM1-OPRD1 inv
31	CCc1nnc(NC(=O)C2Cc3ccccc3CN2S(=O)(=O)c2c(C)c(C)cc(C)c2C)s1 (configuration not stated)	1	-1	·	-9	-4
32	CCc1cc2cc(C)ccc2nc1SCC(=O)N1CCN(C(=O)c2ccco2)CC1	-5	-2	·	0	5
33	N/C(=N\OC(=O)Cc1ccccc1)c1ccc(Br)cc1	0	-15	0	13	-53
34	CCOc1ccc(OCC)c(NC(=O)CNS(=O)(=O)c2cccs2)c1	14	15	1	-1	12
35	CCC(NC(=O)c1cc(COc2cncc(Cl)c2)on1)c1ccncc1 (configuration not stated)	-5	-3	1	-31	2
36	NC(=O)c1ccsc1NC(=O)COc1ccccc1	8	-9	·	24	4
37	CCCCn1c(-c2ccco2)nc2ccccc2c1=O	3	-3	-3	-4	7
38	Cc1nc2sc3c(c2c2nnc(SCC(=O)NCc4ccco4)n12)CCCC3	-6	-1	-3	21	7
39	CC1=CC(C)(C)Nc2ccc(C)cc21	-2	-4	-2	-6	-8
40	CC(C)c1c(C(=O)N/N=C/c2ccc(Cl)cc2Cl)nnn1-c1nonc1N	-3	-12	4	6	-23

item	LANA DNA inh	HTR5A ag	V-ATPase pH	Keap1 Nrf2 FP	OPRM1-OPRD1 ag
31	-0.7	-3	0	-2	0.8
32	-0.9	-3	2	-1	-1.3
33	0.9	7	0	-1	11
34	-1.7	3	5	-4	-2.0
35	-1.3	1	-2	-4	-0.4
36	3.9	4	-2	0	-0.8
37	-1.4	3	1	-3	-1.6
38	0.5	3	0	-4	-1.3
39	-0.2	-5	0	-2	1.4
40	-0.3	-2	-3	4	4.4

(more compounds)
item	structure	cardiac RTF act	Cardiac RTF inh	CAL PDZ FP	HTR5A inv ctr	OPRM1-OPRD1 inv
41	COc1cccc(C(CNc2ccc(S(=O)(=O)N3CCN(C)CC3)cc2[N+](=O)[O-])N(C)C)c1 (configuration not stated)	-3	-3	-4	4	11
42	CCCN(Cc1nc(-c2ccc(Cl)cc2)no1)CC1CCCO1 (configuration not stated)	3	-6	-2	0	-44
43	Cc1cccc(Nc2c(O)nc[nH]c2=O)c1	-3	2	-3	-5	12
44	CCCC1(C(=O)OCC)NC(c2ccc(N(C)C)cc2)C2C(=O)N(c3ccc(OCC)cc3)C(=O)C21 (configuration not stated)	-2	1	-6	7	5
45	COc1ccc(S(=O)(=O)N2CCN(C(=O)NC3CCCCC3)CC2)cc1	6	-22	1	2	8
46	O=C(C1=C(O)C(=O)N(CCc2ccccc2)C1c1cccs1)c1ccco1 (configuration not stated)	0	7	-1	43	17
47	COc1ccccc1-n1nc(C(=O)Nc2ccc3c(c2)OCO3)c2ccccc2c1=O	-2	-3	-2	-11	7
48	COc1cc(NC(=O)c2ccnnc2)cc(C(=O)Nc2cccc(C(F)(F)F)c2)c1	-2	-4	-6	-11	4
49	COc1cc(/C=C/C(=O)Nc2ccncc2)cc(OC)c1OC	12	-5	-17	12	1
50	CCc1ccc(NC(=O)CSc2nnc(CNC(=O)c3cccs3)o2)cc1	-2	10	-2	-14	23

item	LANA DNA inh	HTR5A ag	V-ATPase pH	Keap1 Nrf2 FP	OPRM1-OPRD1 ag
41	0.1	-2	-1	-1	-2.1
42	-1.4	0	3	-7	9.2
43	0.9	2	-4	3	-2.3
44	-0.3	1	-4	4	-0.8
45	0.1	-1	2	-9	-1.5
46	-0.9	4	1	3	-3.5
47	-0.7	-1	1	-3	-1.6
48	3.3	4	0	-5	-0.7
49	1.4	2	2	-6	-0.1
50	2.1	3	3	3	-4.5

4 of the compounds above, with two lines to a compound.
Results follow in this order: cardiac RTF act	Cardiac RTF inh	CAL PDZ FP	HTR5A inv ctr	OPRM1-OPRD1 inv	LANA DNA inh	HTR5A ag	V-ATPase pH	Keap1 Nrf2 FP	OPRM1-OPRD1 ag
43	Cc1cccc(Nc2c(O)nc[nH]c2=O)c1
  -3	2	-3	-5	12	0.9	2	-4	3	-2.3
41	COc1cccc(C(CNc2ccc(S(=O)(=O)N3CCN(C)CC3)cc2[N+](=O)[O-])N(C)C)c1 (configuration not stated)
  -3	-3	-4	4	11	0.1	-2	-1	-1	-2.1
42	CCCN(Cc1nc(-c2ccc(Cl)cc2)no1)CC1CCCO1 (configuration not stated)
  3	-6	-2	0	-44	-1.4	0	3	-7	9.2
44	CCCC1(C(=O)OCC)NC(c2ccc(N(C)C)cc2)C2C(=O)N(c3ccc(OCC)cc3)C(=O)C21 (configuration not stated)
  -2	1	-6	7	5	-0.3	1	-4	4	-0.8

Continuation:
item	structure	cardiac RTF act	Cardiac RTF inh	CAL PDZ FP	HTR5A inv ctr	OPRM1-OPRD1 inv
51	O=C(CSc1nnc(Nc2ccccc2)s1)Nc1cccc(S(=O)(=O)N2CCCCC2)c1	-6	-3	-2	-7	-3
52	Cc1c(Cl)c([N+](=O)[O-])nn1CCCC(=O)Nc1c(Cl)cccc1Cl	-3	-10	-2	-4	8
53	CC(C)NC(=O)CSc1nnc(-c2ccc(F)cc2)c2ccccc12	-1	-5	1	16	20
54	CN1C(=O)c2ccccc2C(O)c2ccccc21 (configuration not stated)	-3	-6	0	9	3
55	Cc1nn(-c2ccccc2)c(Cl)c1C(=O)OCC(=O)N(C)c1c(N)n(Cc2ccccc2)c(=O)[nH]c1=O	-2	-10	-2	-18	-1
56	CC(=O)c1sc(NC(=O)c2ccccc2C)nc1C	0	2	-1	2	9
57	CC(NC(=O)Nc1ccccc1F)C(C)(C)C (configuration not stated)	-2	-16	-3	1	-8

item	LANA DNA inh	HTR5A ag	V-ATPase pH	Keap1 Nrf2 FP	OPRM1-OPRD1 ag
51	0.8	3	-1	3	0.6
52	0.2	2	0	-1	-1.5
53	-0.4	3	4	-6	-4.1
54	-0.9	1	-4	1	-0.6
55	0.0	8	1	3	0.1
56	2.6	1	2	2	-1.8
57	-0.9	0	-1	-4	1.3
